XIAP displacement: XIAP antagonists, biochemical, IAP family, fluorescence polarization (AID 1018); XIAP BIR domain, fluorescence polarization peptide displacement; higher % means a stronger effect; E3 ubiquitin-protein ligase XIAP (Homo sapiens); 0.007% of 200,000 active; one-dose displacement, % at 20 µM; IC50 in µM for titrated hits; in the data active means displacement above about 50%; further: a part of the inactive calls stands beside numbers as strong as those of hits
human PMI inhibitors: human PMI inhibitors, high substrate, primary screen, biochemical, fluorescence intensity, high mannose 6-phosphate (AID 1220); 0.66% of 190,000 active; one-dose inhibition, % at 20 µM; IC50 in µM for titrated hits; recombinant PMI enzyme, coupled fluorescence intensity; higher % means a stronger effect
LYP inhibition: inhibitors of LYP phosphatase, biochemical, fluorescence intensity, uHTS (AID 1779); inhibition, % at 11.5 µM, or IC50 in µM where a hit was titrated; recombinant LYP phosphatase, fluorescence intensity; higher % means a stronger effect; Tyrosine-protein phosphatase non-receptor type 22 (Homo sapiens); 0.054% of 290,000 active;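 further: plate controls were vehicle with enzyme for no effect and no enzyme for full effect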
TNAP activators: human TNAP enzyme activators, primary screen, biochemical, luminescent, no phosphate acceptor, uHTS (AID 1001); one-dose activation fold at 20 µM; EC50 in µM for titrated hits; 0.03% of 200,000 active; purified TNAP, luminescent activation assay, no phosphate acceptor; higher activation fold means a stronger effect; Alkaline phosphatase, tissue-nonspecific isozyme (Homo sapiens); in the data active means activation fold from about 3, or a potency from the dose series; inactive means the rest, 99 in 100 with activation fold below about 1.6; further: many of its hits are not listed in these tables
KOR beta-arrestin-1: KOR antagonists, beta-arrestin recruitment, cell-based, luminescence, uHTS (AID 1778); one-dose inhibition, % at 10 µM; IC50 in µM for titrated hits; KOR beta-arrestin recruitment, luminescence, antagonist mode; higher % means a stronger effect; 0.091% of 290,000 active; further: strong numbers were not always called active
NOD1 NF-kB reporter: NOD1 signaling inhibitors, primary screen, cell-based, luminescence, uHTS (AID 1578). NOD1-driven NF-kB luciferase reporter cells, luminescence; higher % means a stronger effect. inhibition, % at 4 µM; hits with a dose series show EC50 in µM. 1% of 290,000 active; in the data active means inhibition mostly above about 36%, no sharp cut-off; inactive means mostly below about 34%;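 further: HEK-293T reporter cells stimulated with the NOD1 agonist gamma-tri-DAP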
HEK293 NOD2/NF-kB: NOD2 signaling inhibitors, cell-based, luminescence, uHTS, HEK293 (AID 1566); HEK293 NOD2/NF-kB luciferase reporter, luminescence; higher % means a stronger effect; 0.63% of 290,000 active; inhibition, % at 4 µM; hits with a dose series show EC50 in µM; further: many of its hits are not listed in these tables
PMI inhibitors: inhibitors of human PMI, primary screen, biochemical, fluorescence intensity, coupled assay (AID 1209); Mannose-6-phosphate isomerase (Homo sapiens); purified PMI enzyme, coupled fluorescence intensity; higher % means a stronger effect; inhibition, % at 20 µM, or IC50 in µM where a hit was titrated; 0.42% of 190,000 active;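 further: plate controls were DMSO vehicle for no effect and wells lacking substrate for full effect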
KOR beta-arrestin-2: KOR agonists, beta-arrestin recruitment, primary screen, cell-based, luminescence, uHTS (AID 1777) | Kappa-type opioid receptor (Homo sapiens) | KOR beta-arrestin recruitment, luminescence; higher % means a stronger effect | activation, % at 10 µM; hits with a dose series show EC50 in µM | 0.02% of 280,000 active; in the data active means activation above about 50%, passing the limit was not always enough; further: a part of the inactive calls stands beside numbers as strong as those of hits
Numbers without * were called inactive; · = no result given; [ ] = another dose, or the depositor's remark. Unless noted, no stated cut-off is given here; in the data, active means inhibition above about 50%; inactive means the rest. This is a subset; rates above refer to the full screens.

XIAP displacement,human PMI inhibitors,LYP inhibition,TNAP activators,KOR beta-arrestin-1,NOD1 NF-kB reporter,HEK293 NOD2/NF-kB,PMI inhibitors,KOR beta-arrestin-2,compound
·,·,-8%,·,-19%,-30%,24%,·,-0.2%,COc1ccc(CCn2c(=N)c(C(=O)NCC3CCCO3)cc3c(=O)n4cccc(C)c4nc32)cc1 (stereo not given)
-3.4%,-1%,-2%,1.1,-28%,-36%,-3%,7%,5.2%,CSc1ccccc1NC(=O)c1ccncc1
-1.2%,11%,2%,2.1,21%,-20%,-1%,8%,-3.5%,c1cn(CCCNc2ncnc3nc[nH]c23)cn1
-5.2%,16%,3%,1.1,16%,34%,0%,20%,0.8%,COC(=O)CC1=C(C(=O)OC)C(c2ccc3c(c2Cl)OCO3)C(C#N)=C(N)O1 (stereo not given)
-3.8%,-4%,-2%,1.1,-1%,-21%,19%,-9%,0.1%,O=C(Cn1c(NCCO)nc2ccccc21)c1ccccc1
-8.9%,-4%,-4%,1.1,-27%,-6%,10%,6%,5.7%,O=C(O)COc1c(-c2ccccc2)oc2ccccc2c1=O
-5.2%,2%,-6%,1.1,-55%,4%,25%,6%,-3.2%,CCc1ccc(C=NC23CN4CN(CN(C4)C2)C3)s1
-9.1%,-31%,0%,1,-31%,-20%,1%,-22%,4.4%,Cc1cc(Cl)c(OCCOCCN2CCCCC2)c(Br)c1
·,·,-10%,·,5%,-4%,-10%,·,-4.7%,COC(=O)c1ccc(S(=O)(=O)N2CCN(CCO)CC2)n1C
-7.5%,-27%,2%,1,12%,-21%,-25%,-10%,-3.9%,Cc1ccc(-n2[nH]c(C)c(/C=N/NC(=O)c3ccc([N+](=O)[O-])cc3)c2=O)c(C)c1
·,·,-12%,·,11%[20 µM],-26%,8%,·,-1.9%,Cc1ccc2c(c1)N(C(=O)CCC(=O)N1CCC(C(N)=O)CC1)CC(C)O2 (stereo not given)
-17%,8%,-4%,1,-50%[20 µM],-23%,19%,6%,·,Cc1cc2nnc(SCC(=O)N3CCCCC3)n2c(N)n1
-7.5%,-13%,0%,1.3,-2%,-13%,11%,6%,1.2%,O=C(CNC(=S)N(CCCN1CCOCC1)Cc1cccs1)NC1CC1
-5.0%,-1%,-6%,1.1,-37%,-15%,4%,-8%,5.5%,c1ccc(-n2nnnc2-c2cnc(-c3ccncc3)nc2-c2cccs2)cc1
-5.6%,10%,-3%,1,-16%,-44%,7%,-3%,3.5%,CC(=O)NC1C(Oc2ccc3c(C)cc(=O)oc3c2)OC(COC(C)=O)C(OC(C)=O)C1OC(C)=O (stereo not given)
·,·,-10%,·,-35%,9%,-4%,·,6.6%,COc1ccc(-c2cnc3n2CCCCC3)cc1
-6.1%,-2%,-5%,1.1,15%,-28%,-14%,-3%,-5.3%,COc1ccc(C(=O)COC(=O)CCN2C(=O)C3C4CCC(C4)C3C2=O)cc1 (stereo not given)
-7.5%,14%,-6%,1.1,-32%,30%,4%,17%,7.1%,COc1ccc(CNc2nc3c(c(=O)n(Cc4ccc(F)cc4)c(=O)n3C)n2C)cc1
-1.4%,5%,-4%,1.1,-37%,-15%,15%,8%,-5.3%,COC(=O)c1ccccc1NC(=O)N1CCN(S(=O)(=O)c2ccc(Cl)cc2)CC1
-3.1%,-22%,-5%,1.1,24%,-45%,-9%,-10%,-4.2%,COc1ccc(C(=O)Nc2cc(C(=O)c3ccccc3)c(C)oc2=O)cc1
-1.4%,-11%,3%,1.1,-27%,-14%,12%,-10%,2.3%,O=C(NCC(=O)N1CC(O)CC1C(=O)N1CC(O)CC1C(=O)OCc1ccccc1)OCc1ccccc1 (stereo not given)
·,·,-6%,·,-5%,1%,10%,·,-3.1%,O=C1CSC(=S)N1c1ccc(O)cc1
-0.6%,-6%,-8%,1.2,-2%,-2%,12%,0%,1.5%,O=C(Nc1cc(C(F)(F)F)ccc1Cl)c1ccc(NC(=O)C(F)(F)F)cc1
-6.1%,-8%,-7%,1.1,-32%,-16%,-7%,-10%,-5.6%,CC(C)C(=O)Nc1ccc2c(c1)C(=O)NC2=O
·,·,-12%,·,-21%[20 µM],-16%,3%,·,-2.6%,COC(=O)c1cc(S(=O)(=O)NCc2ccccc2)c[nH]1
·,·,-12%,·,-58%,-8%,-8%,·,-3.3%,CC(=O)c1cccc(OCc2cc(C(=O)N(C)CCC3CCOCC3)no2)c1
-2.1%,-6%,4%,1.1,-8%,-55%,-2%,1%,4.3%,O=c1cc(CN2CCN(c3ccccc3F)CC2)c2cc3c(cc2o1)CCCC3
-10%,18%,2%,1.1,-26%,10%,-8%,10%,6.6%,COc1ccc2cc(CN(CCc3ccccc3)Cc3nnnn3Cc3ccco3)c(=O)[nH]c2c1
-4.5%,-10%,0%,1.1,-28%,-15%,2%,-3%,4.8%,COc1ccc(C2C(C(=O)N3CCOCC3)CCC(=O)N2c2cc(OC)c(OC)c(OC)c2)cc1 (stereo not given)
-6.4%,-5%,-6%,1,-8%,-28%,-8%,-4%,-8.9%,Cc1ccc(C)c(/C=N/n2cc(-c3ccccc3)[nH]c2=S)c1
-4.7%,17%,-2%,1,-28%,-21%,-9%,1%,-3.2%,CC(Oc1ccccc1)C(=O)OCC(=O)N1CC(=O)Nc2ccccc21 (stereo not given)
·,·,-8%,·,-9%,12%,-22%,·,-2.0%,Cc1ccc(CS(=O)(=O)CC(C)(O)c2ccccc2)cc1 (stereo not given)
-1.6%,14%,-6%,1.1,2%,16%,20%,10%,-1.6%,Cc1ccc(NC(=O)/C(=C\c2ccc3c(c2)OCO3)NC(=O)c2ccco2)cc1
-1.1%,17%,-5%,1.1,-2%,-25%,-3%,18%,0.5%,COc1cccc(-c2nn(C)c3sc(C(=O)NCc4ccccn4)cc23)c1
·,·,11%,·,14%,-6%,-2%,·,-0.4%,CC(C)(C)OC(=O)NCCCC[C@H](NC(=O)c1[nH]cnc1C(=O)Nc1ccc(Cl)cc1)C(=O)OC(C)(C)C
-1.1%,9%,-2%,1.1,-17%,42%,1%,12%,-1.2%,O=C1C(Cl)=C(N2CCCCC2)C(=O)N1c1ccccc1
·,·,-4%,·,18%,43%,13%,·,0.1%,COC(=O)c1ccc(/C=C2\SC(=S)N(CCCC(=O)NCCCN3CCOCC3)C2=O)cc1
·,·,2%,·,11%,-9%,-14%,·,-0.6%,COc1ccccc1C1CCN(c2ccc([N+](=O)[O-])cn2)CC1
·,·,-4%,·,-19%,1%,-1%,·,0.6%,CC(=O)NC1C(=O)N(CCN2CCOCC2)c2ccc(F)cc21 (stereo not given)
-7.7%,-4%,3%,1,14%,6%,-7%,-5%,-0.2%,Cc1ccc(/C=N/NC(=O)c2ccoc2C)o1
-4.7%,-4%,-9%,1.1,4%,-22%,16%,-7%,1.4%,Fc1ccc(NCc2nnc3n2CCCCC3)cc1
·,·,-2%,·,15%,-5%,31%,·,-1.0%,O=C(O)CSc1nc2sc3c(c2c(=O)n1Cc1ccccc1)CCCCC3
·,·,-8%,·,-54%,-30%,-8%,·,2.0%,Cc1ccccc1CNC(=O)CCCC(=O)n1nc(C)c2ccccc21
-4.6%,-1%,-7%,2,-59%,20%,-16%,5%,3.5%,O=c1oc2ccccc2cc1-c1csc(Nc2nc3c(F)cccc3s2)n1
-7.7%,6%,-5%,1.1,22%,-9%,15%,8%,-4.1%,COC(=O)c1cc(=O)nc2sc(-c3cccs3)nn12
-3.5%,-7%,-4%,1.1,22%,-27%,16%,-6%,6.5%,Cc1cc(C)cc(NC(=O)CSc2nnc(Cn3c(=O)sc4ccccc43)n2C)c1
-0.1%,20%,9%,1.1,-15%,-20%,-13%,17%,20%,CCc1ccc2[nH]c(=O)c(CN(Cc3ccccc3OC)Cc3nnnn3Cc3ccco3)cc2c1
-2.9%,4%,-8%,1.1,-4%,7%,6%,5%,1.3%,O=C(CN1C2=NCCN2c2ccccc21)c1cccs1
·,·,-6%,·,21%,1%,21%,·,3.1%,Cc1nc(CNS(=O)(=O)c2cc([N+](=O)[O-])ccc2C)cs1
-5.0%,1%,0%,1,-46%,-11%,31%,-14%,0.4%,CCCCCCn1c(SCC(C)C)nc2c1c(=O)[nH]c(=O)n2C

An excerpt from above in order of number of heavy atoms, largest number first:
XIAP displacement,human PMI inhibitors,LYP inhibition,TNAP activators,KOR beta-arrestin-1,NOD1 NF-kB reporter,HEK293 NOD2/NF-kB,PMI inhibitors,KOR beta-arrestin-2,compound
-0.1%,20%,9%,1.1,-15%,-20%,-13%,17%,20%,CCc1ccc2[nH]c(=O)c(CN(Cc3ccccc3OC)Cc3nnnn3Cc3ccco3)cc2c1
-5.0%,1%,0%,1,-46%,-11%,31%,-14%,0.4%,CCCCCCn1c(SCC(C)C)nc2c1c(=O)[nH]c(=O)n2C
·,·,-6%,·,21%,1%,21%,·,3.1%,Cc1nc(CNS(=O)(=O)c2cc([N+](=O)[O-])ccc2C)cs1
-2.9%,4%,-8%,1.1,-4%,7%,6%,5%,1.3%,O=C(CN1C2=NCCN2c2ccccc21)c1cccs1
-7.7%,6%,-5%,1.1,22%,-9%,15%,8%,-4.1%,COC(=O)c1cc(=O)nc2sc(-c3cccs3)nn12

(cont.)
XIAP displacement,human PMI inhibitors,LYP inhibition,TNAP activators,KOR beta-arrestin-1,NOD1 NF-kB reporter,HEK293 NOD2/NF-kB,PMI inhibitors,KOR beta-arrestin-2,compound
·,·,0%,·,3%,-9%,-24%,·,0.0%,CCCCCCCC(=O)OC(CN1CCCCCC1)CN1CCCC1=O (stereo not given)
-6.2%,4%,0%,1,2%,-54%,-7%,1%,0.8%,CN(C)S(=O)(=O)c1ccc(Cl)c(NC(=O)CSc2nc3c(cc2C#N)C(=O)CC(C)(C)C3)c1
-3.3%,1%,-6%,1.1,-12%,-8%,6%,0%,-3.7%,COC(=O)c1nc2ccccc2s1
·,·,2%,·,-7%,-6%,7%,·,0.4%,COc1ccc(-n2c(SCC(=O)C(C)(C)C)nc3c(sc(=S)n3-c3ccccc3)c2=O)c(OC)c1
-4.7%,8%,6%,1,-21%,0%,2%,5%,-0.3%,Cn1cnnc1SC1CCCCC1NS(=O)(=O)c1ccccc1 (stereo not given)
-0.7%,22%,10%,1.1,3%,-43%,18%,29%,8.3%,CC(=C/c1ccc(C(C)C)cc1)/C=N/NC(=O)CSc1ccccn1
-2.4%,2%,3%,1,10%,1%,-49%,5%,3.4%,CC(C)Oc1ccc(-c2cc(C(=O)NCCN3CCOCC3)c3ccccc3n2)cc1
-0.6%,7%,-4%,1.1,9%,2%,13%,8%,-4.6%,CCOc1cc(C(=O)Nc2cc(C)on2)cc(OCC)c1OCC
-6.3%,13%,-7%,1,-4%[20 µM],-14%,-14%,9%,·,Cc1ccccc1NC(=O)CSc1n[nH]c(-c2ccco2)n1
·,·,-5%,·,42%,-22%,13%,·,-1.5%,O=C(NC1CC1)C1CCN(c2ncccn2)CC1

A run of entries from the list above, as a working copy:
XIAP displacement,human PMI inhibitors,LYP inhibition,TNAP activators,KOR beta-arrestin-1,NOD1 NF-kB reporter,HEK293 NOD2/NF-kB,PMI inhibitors,KOR beta-arrestin-2,compound
-0.6%,7%,-4%,1.1,9%,2%,13%,8%,-4.6%,CCOc1cc(C(=O)Nc2cc(C)on2)cc(OCC)c1OCC
-6.3%,13%,-7%,1,-4%[20 µM],-14%,-14%,9%,·,Cc1ccccc1NC(=O)CSc1n[nH]c(-c2ccco2)n1
